Assay outcomes: PubChem BioAssay, National Center for Advancing Translational Sciences (NCATS)
IkB signaling – suppresses IkB signaling in ABC-DLBCL reporter cells. ABC-DLBCL IkBa-CBG/CBR dual luciferase ratio, 4 h; response scale: scaled: untreated 0%, proteasome inhibitor 100%. Potency, µM (series often up to 57.1 µM), for the others: at the top dose IkBa stabilization activation. actives 0.04% (n = 110,000). AID 445; active = well fitted curve in the direction sought with a large enough effect in the signal ratio, not every such curve was filed as active; inconclusive = small, poorly fitted or top-dose-only effect, or a change in a side signal; the % refers to the signal ratio;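 also: the direction sought is a rising ratio; 0% = basal untreated cells and 100% = reference inhibitor full response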
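In this assay, an IκBα–CBG68 fusion accumulates when IKK-driven degradation is blocked; native CBR normalizes for cell number. OCI-Ly3 cells were treated 4 h with compound and doxycycline, then green and red light read after Chroma-Glo addition.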
p53ts 39C tox – p53ts cell cytotoxicity, nonpermissive temperature. actives 1.5% (n = 130,000). H1299-p53A138V viability at 39C, ATP luminescence, 24 h. Potency, µM (titrated, usually from 46.1 µM), without a hit: at the top dose activity change, negative = cell killing, hits mostly cytotoxic; also: nearly all actives have a fitted effect of over 55% in size
p53ts 32C tox – p53ts cell cytotoxicity, permissive temperature. Potency, µM (series often up to 46.1 µM), for inactives: top-dose activity change, negative = cytotoxicity, usual class: cytotoxic. actives 0.93% (n = 130,000). H1299-p53A138V at 32C, ATP luminescence viability, 24 h;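 also: 0% = DMSO and -100% = full killing by reference compound; nearly all actives have a fitted effect of over 55% in size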
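ATP-content luminescence (ATPlite) read-out after 24 h compound exposure at 32C in H1299-p53A138V cells (600/well). Tested up to 46 uM. Normalized to DMSO (0%) and 100 uM tamoxifen (100% killing); Hill-fit AC50.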
Imprint erasure – inducers of genomic imprint erasure in mouse ES cells; mouse ES Peg3-LacZ reporter, beta-gal luminescence, 40 h; Potency, µM (titrated, usually from 60.7 µM), for the others: at the top dose activity change, positive = activation, actives largely listed as activators; actives 0.02% (n = 110,000);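 also: 0% = negative control wells on the plate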
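Gelatin-coated wells received 300 freshly trypsinized female ES cells with a Peg3LacZ-Neo reporter on the maternal allele, then incubated 40 hours at 37C. BetaGlo was added for 5 minutes at room temperature before a single luminescence read.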
Numbers without * were called inactive; u = inconclusive; x = not tested or not shown; [ ] = another dose, or the depositor's remark. Unless noted, calls follow the shape of the dose curve; as a rule, active = well fitted curve in the direction sought with a large enough effect; inconclusive = small, poorly fitted or top-dose-only effect, or another doubt; inactive = no such curve, though single readings can be large; an effect the other way counts as inactive or inconclusive. Unless noted, % is scaled to controls: 0 for no effect and ±100 for the full control effect; potency is read from the fitted curve at half-maximal effect.

SMILES | IkB signaling | p53ts 39C tox | p53ts 32C tox | Imprint erasure
CCC1CCCCN1C(=O)CSc1nnc(-c2ccc(OC)c(OC)c2)o1 (stereo unspecified) | -0.5% | -8% | 8% | -10%[10.9 µM]
CCC(C(=O)NC1CCCC1)N(Cc1ccc2c(c1)OCO2)C(=O)c1snc(C(N)=O)c1N (stereo unspecified) | 2.5% | 1% | 8% | x
CCOC(=O)c1sc2nc(C)cc(C)c2c1N | x | -17% | -12% | x
CC1=NN(/C(=N\c2nnc(C)s2)Nc2ccc(C(C)(C)C)cc2)[C@H](c2ccc(C)cc2)S1 | x | 8% | 3% | x
CC(=O)N1CCCc2cc(S(=O)(=O)N3CCC(C(=O)NCc4cccc(C)c4)CC3)ccc21 | 0.4% | -20% | -2% | u
Cn1ncc(Br)c1C(=O)N/N=C/c1ccc(OS(=O)(=O)c2ccccc2)cc1 | x | 11% | 2% | x
Cc1c(Cl)cccc1-n1nc(C)c2c(C)cc(=O)n(CC(=O)N3CCCc4ccccc43)c21 | u | 49%[activator] | 32%[activator] | -8%[10.9 µM]
CC1CCN(c2c(NCc3ccc(C(=O)N4c5ccccc5CC4C)cc3)c(=O)c2=O)CC1 (stereo unspecified) | 2.9% | 18% | 21% | -25%
CCc1ccccc1NC(=O)c1noc2c1CC(C(C)(C)C)CC2 (stereo unspecified) | u | 18% | 12% | -10%[10.9 µM]
Cc1cccc(Nc2ncc(NC(=O)c3cccc(F)c3)c(Nc3cccc(C)c3)n2)c1 | u | u | -14% | -6%[10.9 µM]
COc1ccccc1C1(CC(=O)O)CCOC(C)(C)C1 (stereo unspecified) | 0.5% | 3% | -1% | -3%
COc1cccc(Nc2nnc(-c3cc4ccc(O)cc4oc3=O)s2)c1 | u | -3% | -4% | -32%[inhibitor][10.9 µM]
COc1cc(OC)cc(C(=O)N2CCN(c3ccccc3F)CC2)c1 | 1.1% | 4% | 2% | -11%
O=C(O)CNS(=O)(=O)c1ccc(Br)s1 | -1.5% | -13% | -16% | -10%
Cc1ccc(/C=C/C2=Cc3c(sc(NC(=O)CSc4n[nH]c(N)n4)c3C#N)C(C)(C)C2)o1 | 4.2% | -3% | -1% | -15%
CSc1ncccc1C(=O)OCC(=O)NC1CCS(=O)(=O)C1 (stereo unspecified) | -0.7% | 1% | 0% | -12%
CC/C=C1/OC(=O)c2ccccc21 | -3.6% | -17% | 4%[1.84 µM] | 4%
COc1cccc(N2CCN(c3nc4ccc(C(=O)c5ccccc5)cc4n4c(C)nnc34)CC2)c1 | -0.8% | 11% | 1% | -2%[10.9 µM]
O=C(O)CCn1c(=O)c2ccccc2c2ccccc2c1=O | 0.0% | 3% | 6% | 12%
CN(CC(=O)Nc1ccccc1Oc1ccccc1)Cc1ccccc1F | x | -13% | -9% | x
CN1CCN(c2ccc(NC(=O)COc3ccccc3Cl)cc2)CC1 | 2.3% | -7% | -17% | -37%[inhibitor]
O=C(N1CCOCC1)N1CCN(S(=O)(=O)N2CCCCC2)CC1 | -0.5% | 7% | -5% | 8%
Cc1oc(-c2ccccc2F)nc1CSCC(=O)NCc1ccc2c(c1)OCO2 | u | -13% | -10% | -5%
CSC(=NCCCN1CCOCC1)NS(=O)(=O)c1cccs1 | -1.1% | 3% | -2% | -1%
Cc1ccc(CCNC(=O)C2CCN(S(=O)(=O)c3ccc4c(ccn4C)c3)CC2)cc1 | u | u | -4% | 5%[10.9 µM]
Cc1ccc(S(=O)(=O)N2CCCC2C(=O)N2CCCCCC2)cc1 (stereo unspecified) | -3.0% | 12% | 9% | -6%
COc1ccc2c(c1)c(=O)c(S(=O)(=O)c1ccccc1)cn2CC(=O)Nc1ccc2c(c1)OCO2 | 0.0% | -13% | 9% | -13%[10.9 µM]
Nc1nnnn1/N=C/c1ccccc1OCc1ccc(Cl)cc1 | x | 16% | 2% | x
CC(C)CC1NC(=O)N(CC(=O)N2CCN(S(=O)(=O)c3ccc(Cl)cc3)CC2)C1=O (stereo unspecified) | 0.6% | 4% | 3% | -5%
CCOC(=O)n1c(=O)oc2ccc(Cl)cc21 | x | 2% | 0% | x

Two entries from above, set out differently.
Each structure is followed by: IkB signaling | p53ts 39C tox | p53ts 32C tox | Imprint erasure
> CCC(C(=O)NC1CCCC1)N(Cc1ccc2c(c1)OCO2)C(=O)c1snc(C(N)=O)c1N (stereo unspecified)
→ 2.5% | 1% | 8% | x
> Cc1ccc(CCNC(=O)C2CCN(S(=O)(=O)c3ccc4c(ccn4C)c3)CC2)cc1
→ u | u | -4% | 5%[10.9 µM]

Continuation:
SMILES | IkB signaling | p53ts 39C tox | p53ts 32C tox | Imprint erasure
CCn1cc(C(=O)NCCc2ccccc2)c(=O)c2cc(S(=O)(=O)N3CCCCCC3)ccc21 | u | 5% | 16% | u
CC(=O)c1ccc(N2CCN(C(=O)CCC(=O)Nc3ccc4nc(N5CCCCC5)cc(C)c4c3)CC2)cc1 | 8.9% | u | -7% | -15%[10.9 µM]
COc1ccc(NC(=O)c2ccc(COCC(F)(F)C(F)F)cc2)cc1OC | x | 5% | -19% | x
Cc1cnc2c(c1SCC(=O)NCc1ccc(F)cc1)c(=O)n(C)c(=O)n2C | 1.1% | -13% | -9% | 3%[10.9 µM]
COc1cc2c(cc1OC)C(SC)=NC(C)(C)C2 | x | 63%[activator] | 6% | x
OCCNc1nc(C2CC2)nc2c1nnn2Cc1ccccc1Cl | 1.4% | -12% | -5% | -14%
Cc1cc(C(F)F)n2nc(C(=O)Nc3ccc(F)cc3F)nc2n1 | 0.0% | -2% | 0% | -4%
COc1cc(OC)c(C(=O)NC2CCCCCC2)cc1OC | -0.4% | 1% | -6% | -20%
COc1ccc(S(=O)(=O)N2CCC(C(=O)NCCc3ccc4c(c3)OCO4)CC2)cc1 | 2.8% | -1% | -4% | x
N#Cc1cccc(-n2nnnc2-c2ccccn2)c1 | -1.9% | -6% | 3% | -26%
CCOC(=O)CNC(=O)Cn1cnc2c(nnn2-c2ccc(C)cc2)c1=O | 0.6% | -2% | -3% | -6%
Cn1nnc(C(O)CN2CCOCC2)n1 (stereo unspecified) | -1.4% | -17% | -1% | x
Cc1ccc(C)c(C(=O)CCC(=O)Nc2cccnc2)c1 | 1.2% | 19% | 0% | -5%
O=C(Nc1ccc2nc(SCC(=O)N3CCCc4ccccc43)sc2c1)c1ccc(Cl)cc1 | u | 8% | -6% | -17%[10.9 µM]
CN(C)CCNC(=O)Cn1nc(-c2ccc(Cl)cc2)ccc1=O | 1.1% | -5% | -15% | 11%
Cc1cccc2cc(CN(CCCN3CCOCC3)Cc3nnnn3C(C)(C)C)c(=O)[nH]c12 | -0.4% | -11% | 6% | -4%
O=C(N1CCC(O)(c2cccnc2)CC1)C12CC3CC(CC(C3)C1)C2 | 0.5% | 0% | -15% | -7%
Cc1ccc(C)c(NC(=O)Nc2csc3c2CCCC3)c1 | -2.9% | -13% | 0% | 6%[10.9 µM]
COc1ccc(NC(=O)CSc2nnc(NC(=O)Nc3ccccc3)s2)cc1OC | 0.1% | -13% | -12% | -13%[10.9 µM]
Fc1ccc2nc3n(c2c1F)CCCCCC3 | -0.1% | 12% | 11% | 2%
CCc1cccc(NC(=O)C2CCCN(c3ncnc4onc(-c5ccc(F)cc5)c34)C2)c1 (stereo unspecified) | u | -20% | -7% | -9%[10.9 µM]
NC(=O)C1(N2CCCCC2)CCN(Cc2ccccc2Cl)CC1 | 1.3% | -1% | 10% | -19%
CCOP1(=O)C=C(C(C)(C)C)OC1c1ccc(F)cc1 (stereo unspecified) | -0.5% | 13% | 7% | -6%
COc1ccccc1OCC(=O)Nc1nnc2n1CCS2 | 1.2% | -15% | 1% | u
CCc1cccc(NC(=O)CN2C=NS(=O)(=O)c3ccccc32)c1 | 0.8% | -14% | -8% | -12%[10.9 µM]
COc1ccc(CCNC(=O)c2cc(=O)[nH]c3ccc(S(=O)(=O)N4CCCCC4C)cc23)cc1OC (stereo unspecified) | 2.3% | 12% | 18% | -7%[10.9 µM]
CCOc1ccc(OCC(=O)Nc2nnc3n2CCS3)cc1 | -2.6% | -21% | 6% | u
Cc1ccc(C2Nc3ccc4ccccc4c3C3=C2C(=O)CC(C)(C)C3)o1 (stereo unspecified) | x | 18% | 2% | x
CCc1cccc(NC(=O)CSc2nc3ccsc3c(=O)n2CC)c1 | u | -13% | -6% | 9%[10.9 µM]
Cc1cc(NC(=O)CSc2nc3ccccc3n2CC(=O)N2CC(C)CC(C)C2)no1 (stereo unspecified) | -1.1% | -8% | -2% | -2%
CCOC(=O)[C@]1(C(NC(=O)OC)c2cccc(C)c2)CCCC1=O (stereo partly specified) | x | -4%[9.22 µM] | -3%[9.22 µM] | x
CCc1ccc(NC(=O)CSc2nnc(CNC(=O)c3c(F)cccc3Cl)o2)cc1 | -2.5% | 9% | 3% | -8%
COC(=O)c1ccc2c(=O)n(CCCCCC(=O)N3CCN(c4ccc(Cl)cc4)CC3)c(=O)[nH]c2c1 | -1.8% | 33%[activator] | 4% | 22%[10.9 µM]
CC(=O)N1CCCc2cc(S(=O)(=O)NCCC3=CCCCC3)ccc21 | 3.9% | -7% | -18% | -10%
COCCn1c(SCC#N)nnc1-c1ccc(OC)cc1 | x | 6% | 6% | x
CCCC(=O)N1CC2(CCC)CN(C(=O)CCC)CC(CCC)(C1)C2=O | 0.9% | -2% | -4% | -7%
CCCCNC(=O)CC(=O)Nc1ccccc1C(=O)O | 2.7% | -8% | 1% | -17%
CCC/C=C(\CCC)C(NC(=O)c1ccccc1)c1ccccc1 (stereo unspecified) | x | -20% | -1% | -15%
CC1C(C#N)=C(N)OC2=C1C(=O)CCC2 (stereo unspecified) | -0.2% | 4% | 9% | 5%
Cc1ccc2c(c1)c1c(c(=O)n(-c3cccc(Cl)c3)c(=O)n1CC(=O)NCCC1=CCCCC1)n2C | 3.8% | -4% | 6% | 26%[10.9 µM]
Fc1cccc(Cl)c1Cn1nnc2c(-n3ccnc3)ncnc21 | u | 28% | 3% | -11%
CC(C)(C)c1ccc(-c2nc3cc(NC(=O)c4cccc(Br)c4)ccc3o2)cc1 | -2.2% | 38%[activator] | 4% | 6%[10.9 µM]
Cn1c(=O)cc(SCC(=O)N2CCN(c3ccccn3)CC2)c2ccccc21 | 0.7% | -13% | -20% | -12%
O=S1(=O)N=C(N2CCCc3ccccc32)c2ccccc21 | x | 1% | 9% | x
Cn1cc(S(=O)(=O)NCc2ccco2)c(=O)n(C)c1=O | 4.9% | 19% | 5% | -12%
CCOC(=O)C1(CC)NC(c2ccc(N(C)C)cc2)C2C(=O)N(C)C(=O)C21 (stereo unspecified) | -0.9% | 3% | 5% | 9%
CC[N+](CC)(CC)C/C(N)=N/O | 0.4% | -1% | -1% | -2%
COc1ccc(Cc2nc(-c3cccs3)no2)cc1OC | 4.8% | -6% | -6% | -17%
COc1ccc(NC(=O)c2ocnc2C)cc1OC | 0.0% | -3% | -4% | -58%[inhibitor]
CC(=O)OCC1OC(n2ccc(=O)[nH]c2=O)C(O)C1O (stereo unspecified) | 1.1% | -4% | 1% | 1%
CN(Cc1ccccc1)C(=O)c1cnc2n(c1=O)CCS2 | x | 16% | 23% | x
COC(=O)c1sccc1NC(=O)CSc1nnnn1-c1ccccc1F | u | 2% | 4% | -29%
COc1ccc(OC)c(S(=O)(=O)NCCO)c1 | 0.6% | 17% | 1% | 3%
CC12CC3CC(C)(C1)CC(C(=O)Nc1nn[nH]n1)(C3)C2 | 2.9% | 18% | 4% | -5%
CC(C)Oc1ccc2c(=O)cc(-c3ccccc3)oc2c1 | x | u | u | -73%[inhibitor]
C=C(C)COc1ccc2oc(C)c(C(=O)OCCOC)c2c1 | -3.8% | 5% | 11% | -13%

Of the compounds above, these have a COOH group:
SMILES | IkB signaling | p53ts 39C tox | p53ts 32C tox | Imprint erasure
COc1ccccc1C1(CC(=O)O)CCOC(C)(C)C1 (stereo unspecified) | 0.5% | 3% | -1% | -3%
O=C(O)CNS(=O)(=O)c1ccc(Br)s1 | -1.5% | -13% | -16% | -10%
O=C(O)CCn1c(=O)c2ccccc2c2ccccc2c1=O | 0.0% | 3% | 6% | 12%
CCCCNC(=O)CC(=O)Nc1ccccc1C(=O)O | 2.7% | -8% | 1% | -17%
